# Screening data: PubChem BioAssay, NCI
# All columns: NCI-60 one-dose screen, growth in % after 48 h at 10 µM unless noted; 100 = growth as untreated, 0 = no growth, -100 = all killed.
# HL-60(TB): HL-60(TB) leukemia cells; AID 1794776; actives 9% (n = 78,000); active = growth percent below 10
# Numbers without * were called inactive; & = joins results of further samples; [ ] = another dose, or the depositor's remark. Only part of the results is shown; count on the stated rates, not on these rows.
SMILES,HL-60(TB)
N#CC(C(O)c1ccccc1)N1CCOCC1 (stereo unspecified),87
COc1cc(CNC(=O)/C=C/c2ccccc2)ccc1OCc1cn(-c2ccc([N+](=O)[O-])cc2)nn1,96
Nc1ccccc1C#Cc1ccccc1C#Cc1ccc(OCCCCCOc2ccc(C#Cc3ccccc3C#Cc3ccccc3N)cc2)cc1,129
COc1ccc(-c2cc(C(=O)N3CCN(C(=O)c4ccccc4NCc4cccs4)CC3)nc3cc(-c4ccccc4)nn23)cc1,95
Nn1c(N/N=C/c2c[nH]c3ccccc23)n[nH]c1=S,123
Cc1ccc(Nc2nc(NN)nc(N(c3ccccc3)c3ccccc3)n2)cc1,96
CC1=C2[C@@H](CC1)[C@]1(C)O[C@@](C3CCCCC3)(C[C@H]1O)[C@H]2OC(=O)/C=C/c1ccccc1,82
CCOC(=O)C(C)Br (stereo unspecified),97
COC(=O)C(CC(Nc1ccccc1)c1ccc2ccccc2c1)[N+](=O)[O-] (stereo unspecified),93
CCCCn1cc(C(=O)C2C(C)(C)C2(C)C)c2ccccc21,113
CC(COC(=O)c1ccccc1)N1CC2CCC(C1)O2 (stereo unspecified),101
O=C(Nc1ccccn1)c1cc2cc(Nc3nc(-c4ccccc4)nc4ccccc34)ccc2oc1=O,90
Oc1ccc(-c2nc3ccc(/C(=N\N=C\c4ccc(Cl)cc4)c4ccccc4)cc3[nH]2)cc1,27
COc1ccc(-n2nc(C(=O)NCCCC(=O)O)nc2-c2ccccc2)cc1,88
CN1CCN(CCCOc2ccc3ncnc(Nc4ccc(Oc5cccc(C(F)(F)F)c5)c(Cl)c4)c3c2)CC1,-46*
COc1cc(/C=C/c2ccccc2)oc(=O)c1,95
O=C(Nc1nc(-c2ccc(Cl)cc2)cc(-c2ccc(Cl)cc2)n1)c1cccnc1,111
O=C1OC(=O)c2c1c1ccccc1c1ccccc21,97
Clc1ccc(I)cc1,76
CCN(CC)CCCCCCNc1cccc2cc(Br)cnc12,-52*
Cn1cccc1-c1cc(-c2cccs2)c(C#N)c(=O)[nH]1,99
CCC(C)Cn1cnc2c(Sc3c([N+](=O)[O-])ncn3C)nc(N)nc21 (stereo unspecified),99
CCNC(=O)Nc1ccccc1CNc1nc(Nc2ccc(OCCN3CCCC3)cc2)ncc1Cl,71
COc1ccc(/C=C2\C(=O)N=C3N2N=C(c2ccc(Cl)cc2)N3c2ccccc2)cc1,100
CC(C)C(C)(O)C#N (stereo unspecified),98
Cc1onc(-c2c(Cl)cccc2Cl)c1C(=O)SC1=NC(C)N2C(SC(=O)c3c(-c4c(Cl)cccc4Cl)noc3C)=NC(C)N12 (stereo unspecified),103
Oc1cc(O)cc(O)c1,103
COc1ccc(-c2c3c(cn2Cc2cc(OC)c(OC)c(OC)c2)-c2oncc2CCC3)cc1,102
CCOc1ccc2nc(SCc3nc4n(n3)S(=O)(=O)c3ccccc3N4C)sc2c1,13
O=C(Cc1csc2[n+]1C(=O)/C(=C/c1ccc(Cl)cc1)S2)Nc1ccccc1,99
COc1cc(C)c(C(=O)Oc2cc(C)c(C(=O)O)c(O)c2)c(O)c1,82
O=C1NC(=S)S/C1=C\c1ccccc1Br,89&88
CCOc1ccccc1N(CCN(C)C)C(=O)C(c1ccccc1)c1ccccc1,85
O=C1c2cc(Cl)ccc2Oc2cc([N+](=O)[O-])ccc2N1c1ccc(F)cc1F,76
CCCN(CCC)CN(CCC)CCC,93
O=C(Nn1c(COc2ccccc2)nc2ccccc2c1=O)c1ccc(F)cc1,77
CCC(=O)c1ccc2c(c1)N(CCCN1CCN(CCO)CC1)c1ccccc1S2,76
CCOC(=O)CNC(=O)C(Cc1ccccc1)NC(=O)c1ccccc1[N+](=O)[O-] (stereo unspecified),104
Cc1c(C(=O)O)nnn1-c1nc2c(s1)CCCC2,86
CCN(CC)c1ccc2oc(=O)c(-c3csc(N/N=C(\C)c4cc(OC)c(OC)c(OC)c4)n3)cc2c1,98
Cc1ccc(-c2nnc(SCc3cc(=O)oc4ccc(C)cc34)o2)cc1,99
NC(=S)N/N=C/c1ccc(OC(=O)COc2ccccc2)cn1,35
COc1cccc(C2=NN(c3ccc(-c4ccccc4)nn3)C(c3ccc(Cl)cc3)C2)c1 (stereo unspecified),87
Cc1sc2c(c1C)c(=O)nc1c(C(N)=C(C#N)C#N)n[nH]n12,99
COc1ccc(C(=O)Nc2cccc(-c3cc(=O)c4ccccc4o3)c2)c(OC)c1OC,100
CC1(C)Oc2cc3oc(=O)ccc3cc2C[C@@H]1OCCn1ccnc1,101
O=C(NCc1ccccc1F)c1cccc(NS(=O)(=O)c2ccc3c(c2)OCCO3)c1,88
c1ccc(Nc2ccc(Nc3nc(-c4ccccc4)nc4ccccc34)cc2)cc1,87
COc1cc(-c2nnc(-c3nc4ccccc4nc3Cl)o2)cc(OC)c1OC,92
O=C(Nc1ccc(-n2cc(-c3ccncc3)c(-c3ccc(O)c(Cl)c3)n2)cc1)Nc1cccc(Cl)c1Cl,79
Cc1nn(-c2ccccc2)c2nc3c(c(-c4ccc(Cl)cc4)c12)CNC1(CCSCC1)N3,73
O=C1NC(=O)C(C2=NNC(c3cc4ccccc4[nH]3)C2)C(=O)N1 (stereo unspecified),64
S=C(NCc1ccccc1)C(=S)NCc1ccccc1,104
CC1CN1P(=O)(Oc1ccccc1)N1CC1C (stereo unspecified),87
C=CCNC(=S)NNc1cc(=O)[nH]c2ccc(Cl)cc12,98
O=C1CSC(=S)N1/N=C/c1ccc(OCc2ccccc2)cc1,79
CCOC(=O)CC(c1ccccc1)N1CCCCC1 (stereo unspecified),105
CCOC(=O)C1=C(C)N=C2SC=C(c3ccc(F)cc3)N2[C@H]1c1cn[nH]c1-c1ccc(Cl)cc1,94
Fc1cc(F)c(-c2cnc3nonc3n2)cc1F,80
CC1CN=C(C(c2ccccc2)c2ccc(Br)cc2)N1CCO (stereo unspecified),98

# Sorted by molar mass (highest first): some entries from above
SMILES,HL-60(TB)
O=C(Nc1ccc(-n2cc(-c3ccncc3)c(-c3ccc(O)c(Cl)c3)n2)cc1)Nc1cccc(Cl)c1Cl,79
CCN(CC)c1ccc2oc(=O)c(-c3csc(N/N=C(\C)c4cc(OC)c(OC)c(OC)c4)n3)cc2c1,98
CCOC(=O)C1=C(C)N=C2SC=C(c3ccc(F)cc3)N2[C@H]1c1cn[nH]c1-c1ccc(Cl)cc1,94
Cc1nn(-c2ccccc2)c2nc3c(c(-c4ccc(Cl)cc4)c12)CNC1(CCSCC1)N3,73
COc1cccc(C2=NN(c3ccc(-c4ccccc4)nn3)C(c3ccc(Cl)cc3)C2)c1 (stereo unspecified),87
COc1ccc(C(=O)Nc2cccc(-c3cc(=O)c4ccccc4o3)c2)c(OC)c1OC,100
COc1cc(-c2nnc(-c3nc4ccccc4nc3Cl)o2)cc(OC)c1OC,92
c1ccc(Nc2ccc(Nc3nc(-c4ccccc4)nc4ccccc34)cc2)cc1,87
CC1CN=C(C(c2ccccc2)c2ccc(Br)cc2)N1CCO (stereo unspecified),98
Cc1ccc(-c2nnc(SCc3cc(=O)oc4ccc(C)cc34)o2)cc1,99
O=C1CSC(=S)N1/N=C/c1ccc(OCc2ccccc2)cc1,79
CC1(C)Oc2cc3oc(=O)ccc3cc2C[C@@H]1OCCn1ccnc1,101
NC(=S)N/N=C/c1ccc(OC(=O)COc2ccccc2)cn1,35
O=C1NC(=O)C(C2=NNC(c3cc4ccccc4[nH]3)C2)C(=O)N1 (stereo unspecified),64
C=CCNC(=S)NNc1cc(=O)[nH]c2ccc(Cl)cc12,98
S=C(NCc1ccccc1)C(=S)NCc1ccccc1,104
Cc1c(C(=O)O)nnn1-c1nc2c(s1)CCCC2,86
CCOC(=O)CC(c1ccccc1)N1CCCCC1 (stereo unspecified),105
CC1CN1P(=O)(Oc1ccccc1)N1CC1C (stereo unspecified),87

# Next records.
SMILES,HL-60(TB)
COc1cc2ncnc(N3CCC(Cc4ccccc4)CC3)c2cc1OC,94
Nc1nc(Nc2ccc(Cl)c(Cl)c2)cc(=O)[nH]1,100
CCc1c2c(nc3ccc(OC(=O)OCc4ccc(B5OC(C)(C)C(C)(C)O5)cc4)cc13)-c1cc3c(c(=O)n1C2)COC(=O)[C@]3(O)CC,12
c1n[nH]cc1-c1nc2ccc3cn[nH]c3c2c2c1CCCC2,94
O=C(Cc1ccccc1)NNc1nc(-c2ccccc2)nc2ccccc12,100
N#C/C(=C\c1ccc(N2CCOCC2)cc1)C(=O)Nc1sc2c(c1C#N)CCC2,97
CN1CCN(c2ccc3nc(-c4[nH]ncc4Nc4ncnc5c4OCCCN5)[nH]c3c2)CC1,-29*
C#CCOc1ccc2ncnc(N3CCN(C(=O)CCl)CC3)c2c1,73[8.25 µM]
Cc1cc(=O)c2cc(Cl)cc(Br)c2[nH]1,96
NC(=O)N/N=C/c1ccc(O)cc1,100
NC(=O)c1ccc(NC(=O)c2cc(Br)c(Br)[nH]2)c(OC2CCNCC2)c1,103
O=C1NC(=S)NC(=O)C1c1ccccc1,102
CC(N1CN2C[C@H](C)N3CN(C(C)C45CC6CC(CC(C6)C4)C5)CN4C[C@@H](C)N(C1)C2C43)C12CC3CC(CC(C3)C1)C2 (stereo partly specified),96
CN(C)Cc1ccccn1,108
CC(C)=CCC[C@](C)(O)[C@H]1CC[C@]2(C)[C@@H]1CC[C@@H]1[C@@]3(C)C/C(=C/c4ccc(C(F)(F)F)cc4)C(=O)C(C)(C)[C@@H]3CC[C@]12C,93
CCCCCCCCCCSc1ncnc2nc[nH]c12,74
Cc1ccc(C(O)C2CC2)cc1 (stereo unspecified),99
N#CC1(C#N)OC12CCS(=O)(=O)c1ccccc12 (stereo unspecified),103
Nc1nc(SCC(=O)c2ccc(Cl)cc2)c2ncn(C3OC(CO)C(O)C3O)c2n1 (stereo unspecified),102
O=C(O)CSc1c(Cl)c(=O)oc2ccc(Cl)cc12,131
Cc1cn(-c2cc(C(=O)Nc3cccc(-n4ccc5c(NC(=O)c6ccccc6)nccc54)c3)cc(C(F)(F)F)c2)cn1,3.7*
COc1ccc(CNNC(=O)c2cccnc2)c(OC)c1OC,92
COC(=O)[C@@]1(C)CC[C@]2(C)CC[C@]3(C)C4=CC=C5C(=CC(=O)C(O)=C5C)[C@]4(C)[C@@H](O)C[C@@]3(C)[C@@H]2C1,50
CNC(=O)c1cc(Cn2nc(C)c(NC(=O)Nc3ccc(Cl)c(C(F)(F)F)c3)c2C)ccn1,103
Cc1ccc(C(=O)/C=C/c2cc3ccccc3n3nnnc23)cc1,88
COc1ccc(C(C)OC)cc1OC (stereo unspecified),99
CCN(CCCl)Cc1c2ccccc2cc2ccccc12,98
NC(=S)NNC(N)=S,107
CN(C)c1ccc(/C=N/N2C(=O)CSC2=S)c(Cl)c1,68
COc1ccc(-c2[nH]c(=S)ncc2-c2ccc(Cl)cc2)c(O)c1,101
CCCCCCCCCCCC(=O)N(CCO)C(=O)C[n+]1ccccc1,93
O=C(Nc1ccc(F)c(Cl)c1)Nc1ccc(Cl)c(Cl)c1,25
Clc1ccc(N2N=C(c3cccc(Nc4ccncc4)c3)CC2c2ccc(Br)cc2)cc1 (stereo unspecified),0.7*
COc1cccc(Cn2cc3c(c2)-c2onc(CN4CCOCC4)c2CC3)c1,109
CCOC(=O)C1=C(N)N(c2ccccc2)C2=C(C(=O)CC(C)(C)C2)C1c1ccccn1 (stereo unspecified),92
S=P(N1CCCCCC1)(N1CC1)N1CC1,84
CCCCN(CCCC)CC(CN(CCCC)CCCC)OC(=O)Nc1ccccc1,66
COc1ccc(-c2nc(-c3ccccc3)c(-c3ccccc3)n2-c2ccc(S(=O)(=O)Nc3ncccn3)cc2)cc1OC,89
O=C(CCCN1CCC2(CC1)C(=O)NCN2c1ccc(F)cc1)c1ccc(F)cc1,100
S=c1c2ccccc2c(=S)n(-c2ccccc2)n1-c1ccccc1,95[100 µM]
Oc1ccc(Br)cc1-c1nc2ccccc2s1,104
O=S(=O)(NCCCNc1cc(-c2cn(-c3ccccc3)nc2-c2cccc(O)c2)ccn1)c1cccc(F)c1,39
CC(=O)C(N=Nc1ccc(Cl)cc1[N+](=O)[O-])C(=O)Nc1ccccc1Cl (stereo unspecified),104
Clc1ccc(-c2nnc(-c3ccco3)o2)cc1,94
CC1(C)C=C2[C@H]3CC[C@@H]4[C@@]5(C)CCC(=O)C(C)(C)[C@@H]5CC[C@@]4(C)[C@]3(C)CC[C@@]2(C=O)CC1,80
Cc1nc2cc(Nc3nc(Nc4ccc(F)cc4)nc(N4CCCC4)n3)ccc2n1Cc1ccccc1,-42*
Cn1cc(-c2csc(-c3ccc(Cl)cc3)n2)c2ccccc21,98
O=C/C(Br)=C\c1ccccc1,98
CCc1ccc(-c2cc(-c3cccc(Cl)c3)n(-c3ccc(S(N)(=O)=O)cc3)n2)cc1,70
COc1ccccc1C1C(C#N)=C(N)N(c2ccc(F)cc2F)C2=C1C(=O)CC(C)(C)C2 (stereo unspecified),105
COc1ccc2nccc(C(N)=O)c2c1,101
CCOC(=O)c1cc(-c2ccc(F)cc2)n(-c2ccc(C(=O)O)c(O)c2)c1C,59
Cc1ncc(C(=O)Nc2ccc(CN3CCN(C)CC3)c(C(F)(F)F)c2)cc1C#Cc1cnc(N)c2ccc(C#N)cc12,13
CN1C(=O)CNC(=O)[C@H](CO)NC(=O)[C@H](Cc2ccccc2)NC(=O)[C@H](CCCN=C(N)N)NC(=O)[C@@H]1Cc1ccc(O)cc1,101
COC(=O)[C@]12CC[C@@H](C)[C@H](C)[C@@H]1C1=CC[C@@H]3[C@@]4(C)C[C@@H](OC(=O)c5ccco5)[C@H](O)[C@@](C)(CO)[C@@H]4[C@H](O)C[C@@]3(C)[C@]1(C)CC2,-80*
Nc1[nH]nc2nc3ccccc3cc12,103
C[C@@H]1O[C@H](/C=C\c2ccc(Br)cc2)[C@@H](O)[C@H]1O,81
O=S(=O)(c1ccccc1)n1cc(-c2csc(-c3ccc4ccccc4c3)n2)c2cc(F)ccc21,97
CCn1c(=O)sc2cc3ccccc3nc21,91
CCCOP(=O)(OCCC)OCC1OC(n2ccc(N)nc2=O)C(O)C1O (stereo unspecified),104

# Next structures follow.
SMILES,HL-60(TB)
CC1=NNC(C)(C)C1,96
OC(CSc1ccccc1)CN1CCN(c2cccc(Cl)c2)CC1 (stereo unspecified),86
CC1=NN(c2cccc(Cl)c2)C(=O)/C1=C\c1cn(Cc2cccc3ccccc23)c2ccccc12,86
O=C(CSCc1ccccc1)c1ccccc1,116
